# NS3 helicase inh = inhibitors of Hepatitis C virus NS3 helicase; NS3 helicase DNA unwinding, Cy5 molecular beacon fluorescence; inhibition, % at 10.9 µM; 290,000 tested, 0.56% active; AID 1800;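 active = inhibition above the mean of all tested compounds plus 3 SD, set per campaign, cut at about 35% in these data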;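 note: 0% = DMSO wells and 100% = thioflavine S control wells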
#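 Compound dosing – single dose, 10.9 µM nominal final, DMSO 0.8% final · System – NS3 helicase fragment of HCV · Buffer or medium – MOPS pH 6.5, MgCl2, DTT, Tween20, BSA · Signal – Cy5 beacon fluorescence read at start and 1 h · Also added – annealed dual-labelled DNA beacon duplex, ATP-started · Schedule – 1 h at 25 °C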
# p-CIP stab down = lowers stability of the mouse p/CIP coactivator protein. Q05BA5. F442A p/CIP-EGFP cells, EGFP fluorescence, 16 h. decrease of EGFP signal, % at 10 µM. 290,000 tested, 0.01% active;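 active = EGFP signal decrease of at least 30% at 10 µM or well 3 SD below plate mean, unless failing retest; inactive = the rest, including hits failing retest or dose response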; note: some compounds called inactive have numbers as strong as hits; many of its hits are not listed in these tables
# DNA FID counter = fluorescent intercalator displacement, NS3 helicase counter-screen | DNA fluorescent intercalator displacement, fluorescence | inhibition, % at 7.9 µM | 290,000 tested, 0.17% active | AID 1845; in the data active = inhibition above about 37%;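 note: 0% = vehicle and 100% = reference compound; higher means more ethidium bromide displaced from hairpin DNA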
# M18AAP inhibitor = blocks P. falciparum M18 aspartyl aminopeptidase | recombinant PfM18AAP, H-Glu-NHMec fluorogenic cleavage | inhibition, % at 7.35 µM | 290,000 tested, 1.2% active | AID 1822;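 active = inhibition above the campaign mean inhibition over all tested compounds plus 3 SD, cut at about 28% in these data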;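 note: 0% = plate median of test compound wells and 100% = 2 mM ZnCl2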
# VIM-2 inhibitor = blocks Pseudomonas aeruginosa VIM-2 metallo-beta-lactamase; purified VIM-2, nitrocefin hydrolysis, epi-absorbance fluorescence; inhibition, % at 5.6 µM; 290,000 tested, 0.89% active; AID 1527;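 active = inhibition above the mean of all tested compounds plus 3 SD, cutoff set per screening run, cut at about 7.5% in these data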;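 note: red hydrolysis product quenches plate fluorescence so inhibitors raise well fluorescence; 0% = enzyme with DMSO and 100% = DMSO without enzyme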
# IDE act = boosts human insulin-degrading enzyme activity in HEK cells; activation, % at 5.96 µM; 340,000 tested, 0.073% active; FAbeta-B cleavage, fluorescence polarization; 0% vehicle, 100% cell-free pure enzyme wells; AID 493087;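 active = activation above the mean of all tested compounds plus 3 SD, set per screening campaign, cut at about 17% in these data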
# SUMO HTRF inh = blocks human SUMOylation mediated by UBC9; P63279; inhibition, % at 35 µM; HTRF SUMOylation assay, SAE1/SAE2 + UBC9, in vitro; 290,000 tested, 0.36% active; in the data active = inhibition above about 50%, passing the limit was not always enough; note: strong numbers were not always called active
# Target sequence (P63279 whole entry, looked up): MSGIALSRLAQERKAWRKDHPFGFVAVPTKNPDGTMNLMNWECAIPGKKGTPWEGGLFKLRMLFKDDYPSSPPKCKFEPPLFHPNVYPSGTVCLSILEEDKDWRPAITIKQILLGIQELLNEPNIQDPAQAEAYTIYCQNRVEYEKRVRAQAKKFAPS
# IMP-1 inhibitor = inhibitors of Pseudomonas aeruginosa IMP-1 metallo-beta-lactamase. 290,000 tested, 0.45% active. purified IMP-1, nitrocefin hydrolysis, epi-absorbance fluorescence. inhibition, % at 5.6 µM. AID 1556;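 active = inhibition above the mean plus 3 SD of all compounds in the same screening run, cut at about 4.5% in these data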;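 note: 0% = IMP-1 with DMSO and 100% = DMSO wells lacking enzyme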
#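 Assay system: purified recombinant IMP-1 beta-lactamase. Input: IMP-1 0.2 nM before substrate addition. Buffer or medium: Zinc- and detergent-supplemented HEPES buffer, pH 7.1. Schedule: 25 °C, 15 min preincubation, 25 min reaction. Signal: Epi-absorbance fluorescence, 480 nm excitation, 530 nm emission. Evaluation: percent inhibition from optical density relative to buffer-blank wells.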
# IDE cell inh = inhibitors of human insulin-degrading enzyme in cells; P14735; HEK cells, FAbetaB cleavage, fluorescence polarization; inhibition, % at 5.59 µM; 320,000 tested, 0.41% active;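 active = percent inhibition above the average of all tested compounds plus 3 SD, set per screening campaign, cut at about 16% in these data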;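 note: IDE supplied by intact live HEK cells; FP after avidin binding of uncleaved biotin substrate so inhibition keeps polarization high; 0% = DMSO wells and 100% = 60 µM reference IDE inhibitor Ii1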
# * marks the source's active call; other numbers are inactive results; . = not tested or not shown. This is a random part of the collection; any-hit rate near 3.6%.
# Letters: A = NS3 helicase inh; B = p-CIP stab down; C = DNA FID counter; D = M18AAP inhibitor; E = VIM-2 inhibitor; F = IDE act; G = SUMO HTRF inh; H = IMP-1 inhibitor; I = IDE cell inh
> Cc1cc(Nc2ccccc2)nn1C(=O)c1ccccc1
  A = -7; B = -1; C = -1; D = -3; E = 1.2; F = 4; G = -14; H = -0.3; I = -2
> CC(C)C(=O)C1=Cc2cc([N+](=O)[O-])ccc2OC1N1CCOCC1 (stereo unspecified)
  A = 23; B = -7; C = -2; D = 21; E = 2.3; F = 5; G = 4; H = 0.7; I = .
> O=C(NCCN1CCCC1)c1ccc(Cn2c(=S)[nH]c3cc4c(cc3c2=O)OCO4)cc1
  A = -25; B = 0; C = 11; D = 3; E = 0.9; F = 2; G = 8; H = -1.3; I = 2
> CCOCC(=O)Nc1nc2ccc(OC)cc2s1
  A = 3; B = -6; C = 0; D = -2; E = -3.3; F = -5; G = 16; H = -2.7; I = 3
> Cc1ccc(NC2SC(=O)N(CC(=O)O)C2=O)cc1 (stereo unspecified)
  A = -3; B = -24; C = -3; D = 1; E = -4.8; F = -1; G = 22; H = -1.8; I = -5
> Cc1nc2ccccc2c(=O)n1NC(=O)/C=C/c1ccc(Br)cc1
  A = 0; B = 4; C = -4; D = -4; E = -4.3; F = 4; G = -2; H = -2.3; I = 10
> O=C(NCCN1CCN(c2ccccc2)CC1)c1cccc(Br)c1
  A = -18; B = -14; C = 16; D = 3; E = 1.9; F = -3; G = 9; H = -1.3; I = 4
> O=C(COc1ccc(-n2cnnn2)cc1)Nc1cccc(Cl)c1Cl
  A = 17; B = 9; C = -1; D = 1; E = -1.1; F = 2; G = 26; H = 2.8; I = 2
> CCc1ccc(OCC(=O)N2CC(C(=O)OC)Oc3ccccc32)cc1 (stereo unspecified)
  A = -15; B = 10; C = -29; D = 0; E = -2.6; F = 5; G = 2; H = -1.1; I = -2
> COc1ccc(CCn2c(=N)c(C(=O)NCCN3CCOCC3)cc3c(=O)n4cccc(C)c4nc32)cc1OC
  A = -18; B = 12; C = 56*; D = 0; E = 19*; F = -1; G = -6; H = -2.6; I = 4

# New compounds follow.
# Letters: A = NS3 helicase inh; B = p-CIP stab down; C = DNA FID counter; D = M18AAP inhibitor; E = VIM-2 inhibitor; F = IDE act; G = SUMO HTRF inh; H = IMP-1 inhibitor; I = IDE cell inh
> COc1ccc2c(c1)c1nnc(SCC(=O)N3CCCCC3C)nc1n2C (stereo unspecified)
  A = -7; B = -13; C = 4; D = -1; E = -0.6; F = 1; G = 29; H = -3.5; I = .
> COc1ccc(-n2nc3cc(C)c(NC(=O)CC(C)C)cc3n2)cc1
  A = -17; B = 5; C = 2; D = -5; E = -2.4; F = .; G = 0; H = -1.1; I = .
> CCN(CCCNC(=O)CCn1c(=O)[nH]c2ccccc2c1=O)c1cccc(C)c1
  A = 7; B = -4; C = -3; D = 0; E = 0.5; F = 7; G = 23; H = 0.8; I = 0
> CCN(C(=O)COC(=O)/C=C/c1ccc(O)c(OC)c1)C1CCS(=O)(=O)C1 (stereo unspecified)
  A = 5; B = -17; C = -22; D = -7; E = -0.1; F = 3; G = 23; H = -0.3; I = 0
> COc1ccc(-c2cc(-c3ccccc3)nc(=O)[nH]2)cc1
  A = -4; B = 1; C = 5; D = -9; E = -0.5; F = 12; G = 26; H = -2.5; I = -5
> O=C(CCCOc1ccccc1)Nc1ccc2c(c1)OCCO2
  A = 5; B = -6; C = -11; D = 2; E = -2.5; F = 4; G = -2; H = -2.8; I = 2
> COc1cccc(-n2c(Cn3nc(C(F)(F)F)cc3C)n[nH]c2=S)c1
  A = 8; B = 6; C = -4; D = 8; E = -3.0; F = -3; G = 1; H = -3.6; I = 2
> COc1ccc(NS(=O)(=O)c2ccc(SC)cc2)cc1
  A = 5; B = -6; C = -7; D = 13; E = 1.7; F = 1; G = 10; H = 0.0; I = -3
> CC(C)C(C)NC(=O)COC(=O)/C=C/c1ccc(S(=O)(=O)N2CCc3ccccc32)cc1 (stereo unspecified)
  A = 7; B = -3; C = 0; D = -7; E = -0.5; F = 4; G = 8; H = -2.4; I = 1
> CC(C)(C)c1ccc(OCC(=O)NNC(=O)c2cccnc2)cc1
  A = 4; B = -10; C = -8; D = -2; E = -3.1; F = .; G = 0; H = -1.3; I = 2

# (listing goes on)
# Letters: A = NS3 helicase inh; B = p-CIP stab down; C = DNA FID counter; D = M18AAP inhibitor; E = VIM-2 inhibitor; F = IDE act; G = SUMO HTRF inh; H = IMP-1 inhibitor; I = IDE cell inh
> O=C(N/N=C/c1cccnc1)c1cccc(S(=O)(=O)Nc2cccc(Cl)c2)c1
  A = -1; B = -7; C = -10; D = 0; E = -2.9; F = 7; G = 27; H = -2.5; I = 0
> CNC(=O)C1(CC(C)C)C=CCN1C(C)=O (stereo unspecified)
  A = -2; B = 3; C = -3; D = -10; E = -3.2; F = 4; G = 21; H = -4.2; I = 3
> O=C(NCC(=O)N(c1ccccc1)C(C(=O)NC1CCCCC1)c1ccncc1)c1ccco1 (stereo unspecified)
  A = 1; B = -6; C = -22; D = -3; E = 2.5; F = -1; G = 23; H = 0.6; I = -8
> COC(=O)c1ccc2c(c1)SC1=C(CCCC1=O)N2
  A = 3; B = -6; C = -5; D = 14; E = -3.0; F = 1; G = 10; H = -2.4; I = -1
> O=C(COC(=O)CCc1ccccc1)Nc1cc([N+](=O)[O-])ccc1F
  A = -9; B = 2; C = 14; D = 0; E = -1.4; F = 2; G = -20; H = -4.8; I = 6
> COc1cc(C2N(C)C(=O)c3ccccc3N2C)ccc1O (stereo unspecified)
  A = -5; B = -5; C = -9; D = 4; E = -1.2; F = 4; G = 18; H = -2.6; I = 2
> COc1ccc(C(=O)n2nc(C)cc2C)cc1Br
  A = -1; B = -1; C = -3; D = 7; E = -0.8; F = -1; G = 11; H = -1.1; I = -7
> O=C(O)c1cc(C(=O)C2CCCCC2)c[nH]1
  A = 7; B = 5; C = 8; D = 1; E = -1.7; F = 0; G = -1; H = -3.6; I = -5
> CC1Oc2ccccc2N(CC(=O)N2CCc3ccccc32)C1=O (stereo unspecified)
  A = -2; B = -3; C = -16; D = -7; E = -3.7; F = -5; G = 25; H = -2.8; I = 4
> O=C(CN1C(=O)S/C(=C/C=C/c2ccccc2)C1=O)Nc1ccc(C(=O)O)cc1
  A = 28; B = 7; C = 13; D = 21; E = 0.7; F = -7; G = 26; H = 0.5; I = -1

# (next part)
# Letters: A = NS3 helicase inh; B = p-CIP stab down; C = DNA FID counter; D = M18AAP inhibitor; E = VIM-2 inhibitor; F = IDE act; G = SUMO HTRF inh; H = IMP-1 inhibitor; I = IDE cell inh
> O=C(Nc1nccs1)c1ccc2ccccc2n1
  A = -3; B = 2; C = -7; D = -3; E = -0.5; F = 2; G = -5; H = -0.8; I = -6
> CCCCN(C)C(=O)c1cc2cc3ccc(OC)cc3nc2o1
  A = 4; B = -1; C = -29; D = 1; E = -3.4; F = 1; G = 10; H = -0.6; I = -1
> O=C(CN1CCOCC1)Nc1c(-c2ccccc2)c2cc(Br)ccc2[nH]c1=O
  A = -6; B = -2; C = -30; D = 1; E = -3.2; F = -3; G = 3; H = -2.6; I = 12
> COc1cccc(N=c2oc3c(C)ncc(CO)c3cc2C(=O)Nc2ccccc2OC)c1
  A = 5; B = -7; C = 2; D = -7; E = -2.8; F = .; G = -4; H = -2.3; I = .
> CC1Cc2ccccc2N1C(=O)CSc1nnc(C2CC2)n1C (stereo unspecified)
  A = 2; B = -4; C = -1; D = 0; E = -2.3; F = 0; G = -9; H = -2.6; I = -2
> O=C(Nc1ccccc1Cc1ccccc1)c1ccncc1
  A = 3; B = -21; C = -5; D = -18; E = -0.5; F = 3; G = -1; H = -1.1; I = -2
> Cc1ccc(S(=O)(=O)N2CCN(c3ccc([N+](=O)[O-])c(Sc4nncn4C)c3)CC2)cc1
  A = -5; B = -3; C = -36; D = -9; E = -3.0; F = 7; G = 14; H = -1.6; I = -2
> N=c1n(CCN2CCCCC2)c2ccccc2n1CC(O)c1ccco1 (stereo unspecified)
  A = -14; B = -10; C = 10; D = -15; E = 0.0; F = 4; G = 25; H = -0.9; I = 3
> N#CCC(=O)Nc1ccc(C(=O)OCC(=O)Nc2cccc(C(F)(F)F)c2)cc1
  A = 34; B = 0; C = -3; D = -8; E = -1.0; F = -1; G = -6; H = -0.5; I = 9
> CCSC1=N/C(=C\c2ccc(C)s2)C(=O)S1
  A = 7; B = -17; C = -6; D = -6; E = -0.4; F = 0; G = 15; H = -0.9; I = -3

# Further compounds follow:
# Letters: A = NS3 helicase inh; B = p-CIP stab down; C = DNA FID counter; D = M18AAP inhibitor; E = VIM-2 inhibitor; F = IDE act; G = SUMO HTRF inh; H = IMP-1 inhibitor; I = IDE cell inh
> CC1CCC(NC(=O)C2CCN(S(=O)(=O)c3ccc4nc5c(c(C(=O)O)c4c3)CC(C)CC5)CC2)CC1 (stereo unspecified)
  A = 29; B = -6; C = -35; D = 7; E = 1.2; F = 0; G = 2; H = -0.6; I = 4
> Cn1cnnc1SCc1ccc(C(=O)n2ncc(C#N)c2N)cc1
  A = 10; B = -7; C = -4; D = 2; E = -5.2; F = 7; G = 18; H = -2.0; I = 4
> COc1ccc(OC)c(S(=O)(=O)NC(C)(C)C)c1
  A = -8; B = -1; C = -2; D = 8; E = -3.9; F = 4; G = 5; H = -4.7; I = 2
> Cc1ccc(S(=O)(=O)N(CCC#N)CCN2CCCC2)cc1
  A = 1; B = 1; C = 3; D = -3; E = 0.0; F = 0; G = -17; H = -2.8; I = -4
> CCn1ncc(C2C(C(=O)Nc3ccc(C)cn3)=C(C)NC3=C2C(=O)CCC3)c1C (stereo unspecified)
  A = 3; B = -25; C = -2; D = -4; E = -3.6; F = 4; G = -8; H = -2.9; I = 0
> O=C(NCC1CCCCC1)C1CCN(C(=O)NC2CCCCC2)CC1
  A = 3; B = -4; C = -1; D = -4; E = -0.7; F = -4; G = -30; H = -2.5; I = -7
> O=C(NNC(=O)C1CCN(Cc2ccc(F)cc2Cl)CC1)Nc1ccc([N+](=O)[O-])cc1
  A = -4; B = 0; C = 16; D = 4; E = 0.1; F = 1; G = 4; H = -0.3; I = -13
> COCCCNC(=O)c1c[nH]c2ccc(S(=O)(=O)N3CCC4(CC3)OCCO4)cc2c1=O
  A = 13; B = -1; C = 9; D = 0; E = -1.9; F = 0; G = 18; H = -1.2; I = 0
> O=S1(=O)CC(O)C(NCc2cccnc2)C1 (stereo unspecified)
  A = -8; B = -4; C = 0; D = 0; E = 0.1; F = 1; G = 6; H = -2.7; I = 4
> CCOc1ccc(NC(=O)Nc2cc(C)on2)cc1
  A = 1; B = -5; C = -8; D = -6; E = -1.2; F = -6; G = 10; H = -4.0; I = 4
